Screening results deposited in PubChem BioAssay by several laboratories.
FadD28 binding: inhibitors of FadD28 bisubstrate probe binding, primary screen, biochemical, fluorescence polarization, single point; AID 588549, 2011; inhibition, % at 12.5 µM; 360,000 tested, 0.22% active; in the data active means inhibition above about 8.5%, passing the limit was not always enough; inconclusive means no clear call, values can overlap the other calls
CCHFV vOTU inh: CCHFV vOTU protease inhibitors, primary screen, biochemical, Pep-AMC substrate, fluorescence; Crimean-Congo hemorrhagic fever virus L polyprotein viral ovarian tumor (vOTU) protease …; inhibition, % at 11.5 µM; 370,000 tested, 0.55% active; AID 651958, 2012; in the data active means inhibition above about 30%; further: 0% = vehicle wells with enzyme and 100% = no enzyme wells
BoNT-A LC inh2: BoNT/A light chain protease inhibitors, primary screen, biochemical, flow cytometry, MLPCN library; multiplex microsphere protease substrate cleavage; inhibition, % at 10 µM; AID 588499, 2011; 360,000 tested, 0.17% active; Botulinum neurotoxin type A light chain protease (Clostridium botulinum A str. ATCC 3502); further: plate controls were buffer without enzyme for full effect and enzyme alone for no effect
TcdB GH inh: TcdB glycohydrolase inhibitors, primary screen, biochemical, single point, plate reader; Toxin B (Clostridioides difficile), P18177; TcdB glycohydrolase enzymatic assay; inhibition, % at 9.99 µM; 350,000 tested, 0.24% active; AID 652162, 2013; in the data active means inhibition above about 10%
Target sequence (P18177 whole entry, looked up): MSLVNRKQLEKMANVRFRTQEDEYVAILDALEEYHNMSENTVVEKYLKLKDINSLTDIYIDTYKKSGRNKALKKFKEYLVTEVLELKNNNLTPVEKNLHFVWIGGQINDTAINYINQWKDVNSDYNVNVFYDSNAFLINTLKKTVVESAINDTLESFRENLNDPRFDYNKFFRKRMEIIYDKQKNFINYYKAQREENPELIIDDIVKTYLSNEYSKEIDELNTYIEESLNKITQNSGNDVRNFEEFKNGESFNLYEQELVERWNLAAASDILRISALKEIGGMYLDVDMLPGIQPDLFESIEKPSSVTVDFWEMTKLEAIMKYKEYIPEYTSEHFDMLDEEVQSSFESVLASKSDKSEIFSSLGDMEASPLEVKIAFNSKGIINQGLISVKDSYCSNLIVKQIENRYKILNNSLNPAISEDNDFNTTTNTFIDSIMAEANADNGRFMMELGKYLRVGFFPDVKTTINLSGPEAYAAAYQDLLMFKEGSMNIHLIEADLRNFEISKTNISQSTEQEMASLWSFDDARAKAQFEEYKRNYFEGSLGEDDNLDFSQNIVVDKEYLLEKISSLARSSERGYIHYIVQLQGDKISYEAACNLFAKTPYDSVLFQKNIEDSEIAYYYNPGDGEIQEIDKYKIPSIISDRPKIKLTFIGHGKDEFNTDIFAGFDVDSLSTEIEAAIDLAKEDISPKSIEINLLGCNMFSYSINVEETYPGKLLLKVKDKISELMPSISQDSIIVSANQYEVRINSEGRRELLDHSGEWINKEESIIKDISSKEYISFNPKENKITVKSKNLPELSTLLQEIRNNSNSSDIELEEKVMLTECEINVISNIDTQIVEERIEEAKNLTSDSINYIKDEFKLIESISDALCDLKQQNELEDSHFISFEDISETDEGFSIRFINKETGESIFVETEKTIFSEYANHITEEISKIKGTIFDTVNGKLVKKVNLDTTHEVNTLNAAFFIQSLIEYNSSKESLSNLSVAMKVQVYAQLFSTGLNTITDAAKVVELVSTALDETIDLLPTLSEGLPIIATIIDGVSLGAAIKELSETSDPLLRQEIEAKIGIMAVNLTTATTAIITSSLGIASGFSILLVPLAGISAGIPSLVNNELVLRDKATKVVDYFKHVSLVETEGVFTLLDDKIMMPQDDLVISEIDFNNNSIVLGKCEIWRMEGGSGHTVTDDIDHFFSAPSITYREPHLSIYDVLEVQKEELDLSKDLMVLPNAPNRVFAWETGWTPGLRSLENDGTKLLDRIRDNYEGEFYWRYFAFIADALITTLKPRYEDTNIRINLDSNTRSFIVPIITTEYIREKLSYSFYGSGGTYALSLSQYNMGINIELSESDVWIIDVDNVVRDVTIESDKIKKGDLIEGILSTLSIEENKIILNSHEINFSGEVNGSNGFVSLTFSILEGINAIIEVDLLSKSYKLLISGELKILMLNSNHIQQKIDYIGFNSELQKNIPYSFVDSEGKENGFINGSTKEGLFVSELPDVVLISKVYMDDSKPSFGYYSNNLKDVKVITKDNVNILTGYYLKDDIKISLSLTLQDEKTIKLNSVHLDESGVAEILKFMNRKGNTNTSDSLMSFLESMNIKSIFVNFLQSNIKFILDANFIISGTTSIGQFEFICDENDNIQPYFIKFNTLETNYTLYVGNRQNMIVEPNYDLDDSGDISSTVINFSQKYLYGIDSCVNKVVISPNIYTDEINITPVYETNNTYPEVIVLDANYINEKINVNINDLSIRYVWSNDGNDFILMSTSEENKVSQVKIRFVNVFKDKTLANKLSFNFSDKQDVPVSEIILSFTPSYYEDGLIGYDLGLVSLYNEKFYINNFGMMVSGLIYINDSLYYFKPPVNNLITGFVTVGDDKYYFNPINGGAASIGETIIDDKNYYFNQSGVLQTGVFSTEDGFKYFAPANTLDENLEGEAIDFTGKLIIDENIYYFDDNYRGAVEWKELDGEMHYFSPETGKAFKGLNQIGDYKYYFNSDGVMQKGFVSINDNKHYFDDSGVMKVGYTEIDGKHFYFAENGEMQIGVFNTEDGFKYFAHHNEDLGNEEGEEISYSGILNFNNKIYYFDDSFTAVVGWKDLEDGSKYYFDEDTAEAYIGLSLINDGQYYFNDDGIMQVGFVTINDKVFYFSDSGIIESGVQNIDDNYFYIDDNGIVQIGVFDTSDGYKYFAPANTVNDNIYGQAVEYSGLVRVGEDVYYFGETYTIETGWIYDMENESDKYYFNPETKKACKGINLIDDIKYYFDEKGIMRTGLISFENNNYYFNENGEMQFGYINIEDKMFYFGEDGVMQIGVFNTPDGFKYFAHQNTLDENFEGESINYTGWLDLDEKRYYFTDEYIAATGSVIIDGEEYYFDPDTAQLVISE
PfHsp40 rescue: rescue of yeast from PfHsp40 toxicity, primary screen, S. cerevisiae, ATP luminescence. 340,000 tested, 0.68% active. growth rescue, % at 12.5 µM. S. cerevisiae expressing PfHsp40, growth rescue; in the data active means growth rescue above about 28%, passing the limit was not always enough; inconclusive means no clear call, values can overlap the other calls;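 further: yeast W303a lacking pdr1 and pdr3 grown in galactose medium; growth measured after three days at 30 °C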
BoNT F protease: BoNT/F light chain protease inhibitors, primary screen, biochemical, flow cytometry, MLPCN library. Botulinum neurotoxin type F light chain protease (Clostridium botulinum). Multiplex microsphere protease cleavage assay. inhibition, % at 10 µM. 360,000 tested, 0.22% active. AID 588497, 2011; in the data active means inhibition above about 35%, passing the limit was not always enough; inconclusive means no clear call, values can overlap the other calls; further: plate controls were buffer without enzyme for full effect and enzyme alone for no effect
PrPC surface inh: inhibitors of human cell surface prion protein PrPC, primary screen, cell-based, TR-FRET | TR-FRET read-out | inhibition, % at 13.8 µM | 370,000 tested, 0.43% active; in the data active means inhibition above about 24%; further: 0% = median of the test wells and 100% = reference compound wells
Anthrax LF inh2: Bacillus anthracis LF protease inhibitors, primary screen, biochemical, multiplex microsphere, MLPCN library; 360,000 tested, 0.12% active; Lethal factor (Bacillus anthracis), P15917; inhibition, % at 10 µM; multiplex microsphere protease cleavage assay; AID 588501, 2011; further: plate controls were buffer without enzyme for full effect and enzyme alone for no effect
Y pestis TopoI: Yersinia pestis topoisomerase I inhibitors, primary screen, biochemical, cleavage product accumulation, plate reader, single point; activity, % at 10 µM; 360,000 tested, 0.064% active; DNA topoisomerase I (Yersinia pestis CO92); Y. pestis Topo-I cleavage product accumulation; AID 504884, 2011; in the data active means activity above about 50%, passing the limit was not always enough; inconclusive means no clear call, values can overlap the other calls; further: inactives centre near 2
The depositor's hits bear a star; u = inconclusive; x = not tested or not shown; & = joins results of further samples. Unless noted, no stated cut-off is given here; in the data, active means inhibition above about 30%; inconclusive means no clear call, values can overlap the other calls; inactive means below that. No enrichment for hits, and some 2.3% of all compounds hit somewhere here.

SMILES	FadD28 binding	CCHFV vOTU inh	BoNT-A LC inh2	TcdB GH inh	PfHsp40 rescue	BoNT F protease	PrPC surface inh	Anthrax LF inh2	Y pestis TopoI
Cc1ccc(S(=O)(=O)Cc2cn3cccnc3n2)cc1	-1.2	-51	0.3	x	-1.5	-8	0	2	-11
COc1cc(/C=C2\SC(N3CCc4ccccc4C3)=NC2=O)cc(OC)c1OC	-4.9	9	0.5	-0.2	1.6	0	-1	1	25
CCCCNC(=O)C(C)N(CCN(C)C)C(=O)CCCN1C(=O)NC(c2ccc(Cl)cc2)C(C(=O)OCc2ccccc2)=C1C (stereo not drawn)	-3.7	3	-0.9	1.4	-0.7	-4	-16	-6	3
Cc1cc(Cl)ccc1NC(=S)N1CCN(Cc2ccccc2)CC1	-4.0	11	-0.2	x	-0.7	0	1	-2	7
Cc1ccc(S(=O)(=O)N(C)C)cc1NC(=O)COC(=O)c1ccc2c(=O)n3c(nc2c1)CCC3	-0.6	-4	x	-2.3	0.3	x	2	x	8
Cc1ccc(C(C(=O)NCCc2ccccc2)N(C(=O)c2csnn2)C2CC2)o1 (stereo not drawn)	-2.6	-7	0.2	x	-0.8	-3	-2	2	8
CCn1cc(/C=C(\NC(=O)c2ccccc2Cl)C(=O)N2CCOCC2)c2ccccc21	-0.2	11	-0.3	1.1	-1.3	-11	-5	-1	20
CCN(Cc1ccccc1)C(=O)CSc1ncn[nH]1	-0.1	-2	-0.1	-0.9	1.4	4	6	2	7
O=C(Cn1nnc2ccccc21)N1CCCCC1	-3.8	-1	0.8	x	-0.9	-4	5	2	5
CCOCCCNC(=O)/C(C#N)=C/c1ccc(C)o1	0.9	12	-1.6	1.1	-0.1	-11	-6	3	-11
COc1ccccc1NNC(=O)c1cc(C(C)(C)C)nn1Cc1ccccc1	-1.6	12	x	0.5	-0.6	x	11	x	17
CCCCn1c(N)c(N(CCOC)C(=O)COC(=O)COc2ccccc2C#N)c(=O)[nH]c1=O	0.7	-9	6.2	1.7	-0.3	3	-6	0	6
CCCCC1(Cc2ccc(OC)c([N+](=O)[O-])c2)C(=O)N(c2ccccc2)N(c2ccccc2)C1=O	-2.5	-6	-0.6	x	-1.3	-8	-3	2	-4
CCOc1ccc(-c2noc(CCC(=O)NC)n2)cc1OCC	-0.1	-15	1.2	x	-0.9	19	-8	-5	-1
O=C(Cn1nnc(-c2ccccc2F)n1)Nc1ccc(C(=O)N2CCOCC2)cc1	-0.5	3	-1.3	x	-1.6	-15	0	-4	1
O=C(NC1=C(NC2CCS(=O)(=O)C2)C(=O)c2ccccc2C1=O)c1ccccc1 (stereo not drawn)	-1.2	71*	-0.7	-0.4	-1.4	-6	-17	-8	-3
C/C(=N\Nc1ccc([N+](=O)[O-])cc1)c1ccc(N)cc1	-2.8	7	-3.9	-2.9	1.9	-32	4	-8	-25
COc1cc(C)c(Br)cc1S(=O)(=O)NCCN1CCOCC1	-1.1	0	1.0	0.9	-1.5	0	-5	-4	-1
COc1ccc(Cl)cc1NC(=O)CCc1nnc2ccc(N3CCN(C)CC3)nn12	-1.3	11	-1.2	-4.6	0.1	4	2	-2	-2
Cc1[nH]n(-c2nc(-c3ccccc3)cc(=O)[nH]2)c(=O)c1CCO	-1.4	-1	-0.9	0.8	0.5	-4	5	-9	5
Cc1c(O)c2c3c(cccc3c1O)C(=O)N(c1ccccc1)C2=O	u	3	1.6	x	1.5	-6	18	-1	-7
Cc1noc(C)c1S(=O)(=O)N(CC(=O)O)c1ccc2c(c1)OCO2	-0.7	-3	0.0	x	-1.0	-18	-4	-1	-3
COc1cc(C(=O)N2CCC(n3c(C)nc4cc(F)ccc43)CC2)cc(OC)c1OC	0.1	-13	0.2	x	-0.9	1	5	4	0
C=C1C(=O)O[C@H]2C1CC[C@@](C)(O)C13C=CC(C)(C21)C1(C3)C(=O)O[C@@H]2C3C(C)=CCC3[C@](C)(O)C[C@H](OC(C)=O)C21 (stereo partly drawn)	-1.3	-1	-0.9	1.2	0.5	-5	-7	0	-7
CCOC(=O)N1CCN(C(=S)Nc2ccc(C)cc2)CC1	0.7	4	-0.2	x	0.4	-1	-2	0	1

Later entries
SMILES	FadD28 binding	CCHFV vOTU inh	BoNT-A LC inh2	TcdB GH inh	PfHsp40 rescue	BoNT F protease	PrPC surface inh	Anthrax LF inh2	Y pestis TopoI
Cn1c(=O)c2c(nc(SCC(=O)NC34CC5CC(CC(C5)C3)C4)n2C)n(C)c1=O	-2.4	-17	-1.4	x	-2.3	-3	-6	0	-10
c1ccc(Nc2c3c(nc4ccccc24)CCC3)cc1	-2.8	14	-15	1.6	-0.4	-57	6	-11	3
COCC(C)n1c(-c2ccc3c(c2)NC(=O)CO3)csc1=Nc1ccc(OC(F)F)cc1 (stereo not drawn)	-1.4&0.1	21&22	u	0.6	1.0&0.4	-12&-14	-3&-2	u	16&16
Cn1c(=O)[nH]c2c(c1=O)CCO2	-2.7	1	0.1	0.3	-1.6	-13	2	-6	-2
CN1CCN(c2ccc(N)cc2Cl)CC1	-0.8	10	0.6	0.3	0.4	-102	6	-59	-29
O=C1C(c2ccccc2)=C(N2CC2)c2ccccc21	-2.2	10	1.0	x	-1.5	-1	-40	-3	-3
CCc1ccc[n+](-c2[nH]c(=O)sc2/C=N/N=C(\[O-])c2ccncc2)c1	-4.2	19	-1.5	2.2	-1.4	-4	-8	-2	-10
N#Cc1ccc(C(=O)Nc2ccn(-c3ccccc3)n2)cc1	-3.2	-1	-0.8	1.5	-0.4	-4	1	-1	4
CCN(CC)S(=O)(=O)c1ccc(NCc2ccccc2)nc1	-0.2	4	-1.0	x	0.0	-4	3	-5	10
O=C(NCCN1CCOCC1)c1cc(-c2ccc(F)cc2)on1	0.6	2	0.5	x	0.6	0	13	5	9
CC1CCN(c2ccc3nnc(CCC(=O)N4CCN(c5ccccc5F)CC4)n3n2)CC1	-3.3	24	1.8	1.8	0.5	5	-11	0	28
CCCn1nnnc1-c1cc(Cl)cc(Cl)c1	-0.7	x	0.3	0.7	-0.3	0	x	1	-4
N#C/C(=C(\O)Cc1ccccc1)c1nc2ccccc2[nH]1	-0.8	0	0.5	x	0.7	u	5	-3	0
CC(C)Cc1nnc(NC(=O)CN2C(=O)NC3(CCCC3)C2=O)s1	0.0	-2	x	-0.2	0.6	x	7	x	1
O=C(COC(=O)c1ccc(Cl)nc1)c1ccc2c(c1)OCCO2	-1.7	-2	-0.8	1.2	-2.0	-1	1	-4	-2
CCCCNC(=O)OCCNC(=O)NC	0.7	0	u	x	0.4	9	1	-18	-6
Cc1cccc(C(=O)OCC(=O)NCCN2C(=O)CSC2=O)c1[N+](=O)[O-]	0.5	15	0.3	0.1	-2.0	9	4	-2	4
O=C(Nc1cccc(Cl)c1)c1ccc(F)c(S(=O)(=O)NCc2cccs2)c1	-4.3	4	0.4	0.2	0.6	-1	14	0	-7
COCCn1nnnc1C(c1ccc(OC)c(OC)c1)N1CCN(C(=O)c2ccco2)CC1 (stereo not drawn)	x	6	-2.6	0.3	-0.8	-12	-6	-14	7
Cc1cc(Cl)c2oc(C(=O)N(C)Cc3nccn3C)c(C)c2c1	-4.2	6	0.9	3.2	-0.2	2	-5	-4	15
COc1ccccc1NS(=O)(=O)c1cccc(C(=O)N/N=C(\C)c2ccc(-n3ccnc3)cc2)c1	-4.1	-5	-0.5	x	-0.9	-2	-3	1	10
O=C(CCCCn1c(=O)c2ccccc2n(CC(=O)NC2CCCC2)c1=O)NCc1ccco1	0.0	6	0.6	x	0.2	-6	1	0	-8
Cc1ccc(C)c(N2CCN(S(=O)(=O)c3c(C)[nH]c(C)c3C(=O)N3CCCC3)CC2)c1	-0.3	8	0.7	0.5	-0.1	3	-2	4	8
CCN(CC(=O)Nc1c(F)cccc1F)C(=O)c1ccc(C2SCCS2)cc1	-1.3	6	-0.3	2.1	-0.8	-13	3	5	17
CCCSc1nsc(SCCC)c1C(N)=O	-3.9	4	-0.5	x	1.9	-5	-6	-1	10

More structures follow:
SMILES	FadD28 binding	CCHFV vOTU inh	BoNT-A LC inh2	TcdB GH inh	PfHsp40 rescue	BoNT F protease	PrPC surface inh	Anthrax LF inh2	Y pestis TopoI
CSc1nc(-c2ccc(Cl)cc2)nn1C(=O)c1ccco1	-0.4	1	-0.3	x	-0.3	-9	-1	-5	-2
O=C(Nc1cccc(C(F)(F)F)c1)c1cncs1	2.5	2	-0.3	-3.5	-0.7	-23	6	-7	-9
C=CCN1C(=O)C(CC(=O)O)SC1=Nc1ccc(C)cc1 (stereo not drawn)	-2.2	-10	-0.3	0.4	0.7	3	3	1	-15
COc1ccc(CNC(=O)COC(=O)[C@H](Cc2c[nH]c3ccccc23)NC(=O)c2cccs2)cc1	-2.3	-15	-1.1	-0.4	1.1	-10	4	-1	1
CC1(C(=O)NS(=O)(=O)c2ccccc2C(F)(F)F)CCN1C(=O)C1CCCCC1 (stereo not drawn)	-0.6	-11	-0.7	0.6	x	-8	-2	-8	2
COc1cccc(C(O)c2cnc(C(C)C)n2C)c1OC (stereo not drawn)	-0.4	4	0.3	0.4	0.3	1	5	-4	7
C[S+](CC[C@H](N)C(=O)O)C[C@H]1O[C@@H](n2cnc3c(N)ncnc32)[C@H](O)[C@@H]1O (stereo partly drawn)	-0.1	x	-0.5	x	-1.4	0	x	2	-15
Nc1[nH]c(C(=O)c2ccccc2)c(-c2ccc(Br)cc2)c1C(=O)c1ccc(Br)cc1	x	7	-0.5	-0.5	x	-5	8	-9	x
Cc1cc(Br)ccc1N=C1C(=O)Nc2ccccc21	-2.7	-4	-3.6	0.2	-0.5	0	0	9	-2
O=C(NCc1ccccc1CN1CCCCC1)c1ccccc1N1CCCC1=O	-1.1	-6	-0.2	2.8	-0.2	-2	-7	-6	2
COc1ccc(NC(=O)Nc2cccnc2)c(OC)c1	-1.3	9	-1.0	1.6	-2.4	-5	0	-2	-11
Cc1noc(C)c1C(=O)N1CCc2ccccc21	-3.9	10	-0.5	1.6	3.7	-11	6	1	3
CCCCC(=O)Nc1cccc(NC(=O)C(C)C)c1	0.0	18	0.0	x	-0.7	10	-4	-6	0
CC1CCC2(CC1)SCC(=O)N2c1ccc(F)cc1 (stereo not drawn)	0.2	7	0.9	2.7	0.1	9	-2	-2	4
CCc1nc2c(OCCC3CCCCC3)cccn2c1N(C)C(=O)C(C)C	-1.1	x	0.0	x	x	0	x	0	34
COc1ccc(CCN2CC(C(=O)NCCN3CCNC3=O)CCC2=O)cc1 (stereo not drawn)	-2.6	16	1.1	-0.4	1.3	4	3	-2	2
COC(=O)CNC(c1ccccc1Cl)c1cc(Br)ccc1NS(=O)(=O)c1ccc(C)cc1 (stereo not drawn)	-2.1	-1	-0.9	1.4	0.0	2	1	-3	0
CCn1c(=NC(=O)CN2C(=O)CCC2=O)sc2c(OC)ccc(OC)c21	-1.4	9	0.2	-0.2	-0.6	8	0	1	2
COc1cc(-c2nnc(SCC(=O)Nc3ccc4c(c3)OCCO4)o2)cc(OC)c1OC	-2.1	1	-0.2	x	0.2	5	5	-4	10

One compound at a time, from the list above.
CCCCNC(=O)OCCNC(=O)NC in the list: FadD28 binding: 0.7; CCHFV vOTU inh: 0; BoNT-A LC inh2: u; TcdB GH inh: x; PfHsp40 rescue: 0.4; BoNT F protease: 9; PrPC surface inh: 1; Anthrax LF inh2: -18; Y pestis TopoI: -6
C[S+](CC[C@H](N)C(=O)O)C[C@H]1O[C@@H](n2cnc3c(N)ncnc32)[C@H](O)[C@@H]1O (stereo partly drawn) in the list: FadD28 binding: -0.1; CCHFV vOTU inh: x; BoNT-A LC inh2: -0.5; TcdB GH inh: x; PfHsp40 rescue: -1.4; BoNT F protease: 0; PrPC surface inh: x; Anthrax LF inh2: 2; Y pestis TopoI: -15
